PI4K2A block: inhibitors of human PI4K2A. purified PI4K2A, ADP-Glo luminescence, 1 h; hits give low values. 420,000 tested, 0.13% active. activity change, negative = inhibition, % at 76.9 µM; in the data active = activity change below about -50%; inconclusive = mostly about -30% to -49%;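 note: -100% = wells without enzyme as full effect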
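PI4K2A activity was measured by ADP-Glo luminescence: enzyme (4 ug/mL stock) and phosphatidylinositol (1.2 mM stock) in Tris pH 7.5/MgCl2/EGTA/Triton X-100 buffer were reacted with ATP (300 microM stock) for one hour at ambient temperature.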
GLS inhibitor: glutaminase GLS (human) inhibition; O94925; GLS enzymatic activity, qHTS titration; Potency, µM (series often up to 45.5 µM), for inactives: at the top dose activity change, negative = inhibition, usual class: inhibitors; 410,000 tested, 0.21% active; AID 624170; note: potency is the fitted concentration of half-maximal effect; % is set by controls: 0 for no effect and ±100 for the full control effect
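hKGA in 45 mM KH2PO4 (pH 8.2), 0.02% Tween-20 with compound, then 1mM L-Glutamine (stock as added) plus glutamate oxidase/HRP/Amplex red coupling mix. Fluorescence read initially and after 30 min at RT; signal change reflects glutamate formation.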
Pol eta inh: blocks human DNA polymerase eta activity; recombinant Pol eta, fluorescent DNA replication assay; Potency, µM (highest dose often 114 µM), without a hit: at the top dose activity change, negative = inhibition, usual class: inhibitors; Q9Y253; 390,000 tested, 1.2% active; note: potency is the fitted concentration of half-maximal effect; % is set by controls: 0 for no effect and ±100 for the full control effect
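Pol eta (10 nM) was preincubated with compounds for 15 min at room temperature, after which fluorescent replication substrate (50 nM final) was added to start the reaction. Fluorescence was read kinetically at 0 and 10 min.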
HP1b binding inh: blocks HP1-beta chromodomain binding to methylated histone tails | AlphaScreen HP1-beta / biotin-H3K9me3 peptide binding | Potency, µM (series often up to 114 µM), for the others: at the highest dose activity change, negative = inhibition, hits mostly inhibitors | 390,000 tested, 0.56% active | AID 540317; note: potency is the fitted concentration of half-maximal effect; nearly all actives have a fitted effect of over 70% in size; inactives centre near 23
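Compound inhibition of the preformed complex between 50 nM HP1-beta and 50 nM biotinylated H3K9me3 peptide was read by AlphaScreen. Buffer was PBS pH 7.4 with 0.01% Tween-20. Incubations ran 30 min at room temperature, with 10 ug/mL donor/acceptor beads.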
PGK inhibitor: blocks T. brucei phosphoglycerate kinase | P07378 | PGK/GAPDH coupled, Kinase-Glo luminescence, 60 min | Potency, µM (series often up to 57.5 µM), for inactives: at the highest dose activity change, negative = inhibition, most hits filed as inhibitors | 380,000 tested, 0.043% active; note: potency is the fitted concentration of half-maximal effect; % is set by controls: 0 for no effect and ±100 for the full control effect; nearly all actives have a fitted effect of over 60% in size
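Luminescent ATP detection (Kinase-Glo Plus) follows a 60-minute room-temperature incubation, with wells lacking PGK as controls. Buffer: 100 mM TEA (pH 7.6), 5 mM MgCl2, 0.01% Tween-20. Coupling enzyme GAPDH (100 nM final) supplies unstable 1,3-BPG in-well.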
Pin1 inhibitor: inhibitors of human Pin1; Potency, µM (top dose mostly 115 µM), inactives show at the highest dose activity, negative = inhibition, usual class: inhibitors; Pin1 FP peptide displacement, HiFluor488, 10 min; AID 504891; 390,000 tested, 0.009% active; active = well fitted inhibition curve with a large enough effect in the polarisation, with a control signal flat, not every such curve was filed as active; inconclusive = small, poorly fitted or top-dose-only effect, or effect the other way, or a change in a side signal; inactive = no such curve, though single readings can be large or run the other way; the % refers to the polarisation; note: potency is the fitted concentration of half-maximal effect; % is set by controls: 0 for no effect and ±100 for the full control effect
G9a block: blocks human histone lysine methyltransferase G9a. Q96KQ7. G9a H3K9 monomethylation, AlphaScreen, 2 h. Potency, µM (highest dose often 102 µM), for the others: at the top dose activity, negative = inhibition, most hits filed as inhibitors. 350,000 tested, 8.8% active. AID 504332; note: potency is the fitted concentration of half-maximal effect; % is set by controls: 0 for no effect and ±100 for the full control effect; nearly all actives have a fitted effect of over 75% in size
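G9a (20 nM) preincubated 15 min RT with compounds, then 500 nM biotinylated H3K9 peptide and 20 uM SAM added; 2 h RT reaction. Monomethyl-H3K9 product detected by AlphaScreen with anti-H3K9me1 antibody, streptavidin donor and anti-rabbit IgG acceptor beads.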
JMJD2A Tudor inh: JMJD2A Tudor domain (human) inhibition; AID 504339; O75164; Potency, µM (series often up to 114 µM), without a hit: top-dose activity change, negative = inhibition, hits mostly inhibitors; AlphaScreen JMJD2A-Tudor / H3K4me3 peptide binding; 390,000 tested, 4.4% active; note: potency is the fitted concentration of half-maximal effect; % is set by controls: 0 for no effect and ±100 for the full control effect; nearly all actives have a fitted effect of over 50% in size
BAZ2B inh: inhibitors of human BAZ2B bromodomain; 360,000 tested, 4.4% active; AID 504333; Q9UIF8; AlphaScreen BAZ2B-H3K14Ac peptide displacement; Potency, µM (series often up to 114 µM), inactives show at the highest dose activity change, negative = inhibition, hits mostly inhibitors; note: potency is the fitted concentration of half-maximal effect; % is set by controls: 0 for no effect and ±100 for the full control effect; nearly all actives have a fitted effect of over 60% in size
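Inhibition is scored as reduced AlphaScreen emission. The BAZ2B/b-H3(5-23)K14Ac complex (50 nM each) in PBS pH 7.4, 0.01% Tween-20 meets compound (up to 110 uM) for 30 min at RT before bead addition.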
* marks the source's active call; other numbers are inactive results; i = inactive; ? = inconclusive; · = not tested or not shown; [ ] = another dose, or the depositor's remark. Unless noted, calls come from the whole dose curve; as a rule, active = well fitted curve in the direction sought with a large enough effect; inconclusive = small, poorly fitted or top-dose-only effect, or another doubt; inactive = no such curve, though single readings can be large; an effect the other way counts as inactive or inconclusive. A portion of the library; the hit share may differ from the screen's.

SMILES	PI4K2A block	GLS inhibitor	Pol eta inh	HP1b binding inh	PGK inhibitor	Pin1 inhibitor	G9a block	JMJD2A Tudor inh	BAZ2B inh
O=C(Nc1nc2ccccc2s1)c1ccc(Cl)s1	-1	8%	-1%	67%[activator]	0%	-5%	6%	-14%	-4%
C=CCOC(=O)C1=C(C)NC(=O)NC1c1ccc(Cl)cc1 (centres undefined)	1	1%	-9%	26%	1%	8%	-8%	-14%	7%
CC(=O)N1CCN(c2nnc(-c3ccc(C)cc3)c3ccccc23)CC1	1	-6%	-23%	21%	8%	6%	-3%[12.7 µM]	-16%	-5%
Fc1ccc(C[n+]2csc3ccccc32)cc1	-10	-17%	-11%	15%	9%	-8%	?	?	56µM*
Cc1ccc(-c2csc(N=C(N)N)n2)cc1	3	-10%	-11%	3%	6%	-8%	?	-31%	?
COC(=O)c1ccccc1NC(=O)c1c(NC(=O)c2ccco2)sc2c1CCC(C(C)(C)C)C2 (centres undefined)	0	3%	-8%	33%	-2%	-5%	-30%[59 µM]	-9%	3%
Cc1[nH]c2ccc(F)cc2c1CCN(Cc1cccnc1)C(=S)NC(C)(C)C	1	3%	-4%	32%	-7%	-7%	-15%	-36%	-37%
COC(=O)c1c(C)[nH]c(C(=O)/C=C/c2ccccc2Cl)c1C	-1	12%	-8%	21%	3%	4%	32%[59 µM]	-5%	-6%
COc1ccc(S(=O)(=O)N2CCN(C(=O)NCc3ccc(OC)c(OC)c3)CC2)cc1	5	0%	-10%	47%[activator]	-5%	-8%	18%	-2%	6%
Cc1cc(C)c(C(=O)OCc2csc(CC(=O)Nc3ccccc3C)n2)c(C)c1	-1	1%	-4%	57%[activator]	-4%	23%	39%	10%	5%
CC1CN(Cc2nc3c(c(=O)n(C)c(=O)n3C)n2CCCc2ccccc2)CC(C)O1 (centres undefined)	3	0%	-11%	28%	-3%	10%	·	-12%	·
COc1ccccc1NC(=O)CSc1nnnn1-c1ccc2c(c1)OCO2	-2	-1%	7%	26%	·	?	-23%[59 µM]	-13%	-1%
Cn1cc(CN2CCC(C(=O)Nc3cccc(-c4cscn4)c3)CC2)cn1	8	1%	-18%	29%	-7%	-6%	7%	-19%	-21%
COc1ccc(C2CC(=O)OC3=C2C(=O)CC(C)(C)C3)c(OC)c1 (centres undefined)	4	24%	-3%	32%	-8%	-1%	11%	-5%	-6%
CCN(CC)CC(O)Cn1c2ccccc2c2ccccc21 (centres undefined)	11	7%	-17%	15%	1%	-7%	13%[12.7 µM]	-3%	0%
CC1CCN(C(=O)CSc2ccc(-c3ccc(F)cc3)nn2)CC1	0	3%	-4%	7%	i	0%	4%[59 µM]	-31%	0%
CCC(Sc1ncccc1C(=O)Oc1cccc([N+](=O)[O-])c1)C(=O)Nc1ccccc1OC (centres undefined)	2	-1%	-13%	-10%	-1%	2%	?	?	?
COc1ccc(OC)c(NS(=O)(=O)c2ccc(Cl)nc2)c1	0	-4%	-12%	33%	-4%	-5%	-22%[59 µM]	-6%	1%
O=c1[nH]c(-[n+]2ccccc2)c(/C=N/N=C(\[O-])c2ccccc2)s1	-1	0%	7%	-3%	3%	-19%	·	-8%	-7%
O=C(Nc1ncccn1)c1ccc(Cl)c([N+](=O)[O-])c1	-3	-1%	1%	16%	2%	7%	-48%	-8%	-27%
CC1=C(C(=O)N2CCOCC2)CC(CC(=O)NC2CC2)C(=O)N1Cc1ccc(C(C)(C)C)cc1 (centres undefined)	1	6%	-2%	·	-6%	·	·	·	·
Cc1cc(C)cc(NC(=O)Cn2c(=O)oc3cc(S(=O)(=O)N4CCCC4)ccc32)c1	-9	2%	·	52%[activator]	·	18%	17%[59 µM]	-20%	25%
Cc1ccc(C)c(OCCC(=O)OCC(=O)Nc2cccc(S(=O)(=O)N3CCCC3)c2)c1	-4	2%	-22%	38%	-5%	48%[activator]	-5%[2.33 µM]	-27%	6%
COCCn1c(C)cc(C(=O)COC(=O)c2ccccc2Br)c1C	-12	-1%	-16%	3%	-5%	-1%	?	-28%	-9%
Cc1ccc(NC(=O)c2cnccn2)cc1C	-2	2%	-15%	20%	i	-5%	3%[0.501 µM]	-6%	-5%
Cc1ccc(C)c(C(=O)CCC(=O)O)c1	1	-10%	-11%	48%[activator]	i	-5%	8%	-4%	-6%
COc1ccc(CN(C(=O)c2cnccn2)C(C(=O)NC(C)(C)C)c2cc(OC)c(OC)c(OC)c2)cc1 (centres undefined)	-2	5%	-15%	17%	-1%	-1%	-7%[59 µM]	1%	-4%
CN(CC(=O)Nc1ccccc1Cl)C(=O)c1cccc(S(=O)(=O)N2CCN(c3ccc(F)cc3)CC2)c1	-4	-10%	-5%	16%	3%	25%	·	-20%	?
CCC(CO)N=CC1=C(O)CC(C)(C)CC1=O (centres undefined)	-2	9%	-10%	20%	1%	-2%	71µM*	-11%	-1%
Clc1ccc(Nc2nc(N3CCOCC3)nc(N3CCOCC3)n2)cc1Cl	-1	-1%	2%	5%	-1%	-2%	·	-7%	-30%

G9a block: entries above that show a hit
SMILES	PI4K2A block	GLS inhibitor	Pol eta inh	HP1b binding inh	PGK inhibitor	Pin1 inhibitor	G9a block	JMJD2A Tudor inh	BAZ2B inh
CCC(CO)N=CC1=C(O)CC(C)(C)CC1=O (centres undefined)	-2	9%	-10%	20%	1%	-2%	71µM*	-11%	-1%

Record cards, from the list above. Order of screens: PI4K2A block	GLS inhibitor	Pol eta inh	HP1b binding inh	PGK inhibitor	Pin1 inhibitor	G9a block	JMJD2A Tudor inh	BAZ2B inh
Cc1ccc(-c2csc(N=C(N)N)n2)cc1 in the list: 3	-10%	-11%	3%	6%	-8%	?	-31%	?
COc1ccccc1NC(=O)CSc1nnnn1-c1ccc2c(c1)OCO2 in the list: -2	-1%	7%	26%	·	?	-23%[59 µM]	-13%	-1%
Clc1ccc(Nc2nc(N3CCOCC3)nc(N3CCOCC3)n2)cc1Cl in the list: -1	-1%	2%	5%	-1%	-2%	·	-7%	-30%

(more compounds)
SMILES	PI4K2A block	GLS inhibitor	Pol eta inh	HP1b binding inh	PGK inhibitor	Pin1 inhibitor	G9a block	JMJD2A Tudor inh	BAZ2B inh
CCS(=O)(=O)N1CCCC(C(=O)NCc2cccnc2)C1 (centres undefined)	12	6%	-8%	16%	3%	-5%	32%[0.501 µM]	-12%	-7%
COC(=O)C(C)N1C(=O)S/C(=C\c2ccc(-c3ccc(C(=O)O)cc3C)o2)C1=O (centres undefined)	-5	?	10µM*	?	-7%	-14%	40µM*	?	?
Cc1n(-c2ccccc2)c2ccc(Cl)cc2[n+]1CCO	0	9%	5%	-20%	2%	-3%	8.9µM*	?	-17%
N#Cc1c(C(F)(F)F)cc(-c2cccc(Cl)c2)[nH]c1=O	-5	22%	-8%	98%[activator]	-6%	-8%	20%[59 µM]	?	26%
Cc1ccc(C(=O)NCc2ccc3c(c2)OCO3)cc1N1CCCC1=O	-1	0%	-4%	16%	-8%	-1%	-3%	-13%	9%
O=C(CN(C(=O)c1csnn1)c1ccc2c(c1)OCCO2)NCc1ccc(F)cc1	2	-6%	-1%	22%	-3%	-1%	12%	-3%	3%
O=C(NC1(C(F)(F)F)NC(=O)N(Cc2cccnc2)C1=O)c1ccccc1Cl (centres undefined)	6	0%	-1%	21%	8%	5%	38%[activator]	7%	-5%[57.1 µM]
CCOC(=O)c1c(C)n(C)c2cc(CN(C)C)c(O)c(S(=O)(=O)c3ccccc3)c12	-1	21%	-21%	5%	5%	?	3%	-14%	-12%
CCSc1nsc(NC(=O)Nc2cccc(F)c2)n1	1	14%	11%	53%[activator]	-5%	?	?	1%	-32%
c1csc(-c2nc(CN3CCSCC3)cs2)c1	-28	4%	-11%	-10%	-22%	2%	-14%[59 µM]	-19%	-13%
Cc1ccc(C(=O)Nc2ccc(N3CCCC3)cc2)c(C)c1	4	0%	2%	?	-6%	13%	·	50µM*	?
Cc1ccc(OC(=O)CCC(=O)N2CCc3ccccc32)cc1	4	-2%	-3%	78%[activator]	·	2%	-8%	17%	20%
CCOC(=O)C1(Cc2cccc(Cl)c2)CCCN(C(=O)C(C)(C)C)C1 (centres undefined)	-6	-4%	-23%	33%	7%	-6%	·	2%	-2%
Cc1ccc2nc(C(=O)N3CCCC(Nc4ccc(F)cc4)C3)cn2c1 (centres undefined)	2	9%	-13%	26%	-5%	-8%	·	-10%	-25%
CC(OC(=O)C1=NNC(=O)CC1)C(=O)Nc1ncc(Cl)cc1Cl (centres undefined)	3	1%	5%	24%	0%	-14%	23%	-6%	5%
O=C(NCC(c1cccnc1)N1CCc2ccccc2C1)C(=O)Nc1ccc(Cl)cc1 (centres undefined)	2	1%	-22%	-4%	-9%	-2%	-32%[59 µM]	-21%	-13%
COc1ccc(CNC(=O)C(OC(=O)c2ccco2)c2ccccc2F)cc1 (centres undefined)	3	5%	-3%	29%	7%	2%	4%	-6%	-36%
COc1ccccc1-n1c(SCC(=O)NCc2ccc3c(c2)OCO3)nc2cc([N+](=O)[O-])ccc21	-13	?	-16%	?	-5%	38%[activator]	?	50µM*	-37%
Cc1ccc(C(=O)NNS(=O)(=O)c2ccccc2[N+](=O)[O-])cc1	5	-5%	3%	6%	-8%	-1%	?	?	-1%
Oc1ccc(/C=N/n2c3ccccc3c3ccccc32)cc1	3	-7%	-17%	-19%	0%	8%	-4%[59 µM]	?	-33%
COc1ccc(C(=O)NCc2cnn(C)c2C)cc1OC1CCN(C(C)C)CC1	2	-1%	-20%	10%	-1%	-10%	·	-13%	-1%
COc1ccc(CN(Cc2ccc(C(=O)O)cc2)C(=S)Nc2cccc(C)c2)cc1OC	-2	19%	-2%	26%	4%	-5%	?	-15%	10%

Compound activity: PubChem, National Center for Advancing Translational Sciences (NCATS)
